SMARCA2 activ: increases SMARCA2 function in MMTV reporter cells; AID 652017; hit rate 1% among 370,000; activation, % at 9.1 µM; MG213 cells, MMTV-luciferase reporter, dexamethasone, overnight; in the data active = activation above about 7.8%;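 also: 0% = vehicle wells and 100% = reference activator wells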
hcDAF-12 act: H. contortus DAF-12 activation, primary screen; HEK293 hcDAF-12 lit1-tk-luc reporter, luminescence; 0% DMSO, 100% Δ7-dafachronic acid; activation, % at 6.8 µM; hit rate 1.4% among 370,000; AID 652067;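 active = activation above the mean of all tested compounds plus 3 SD, cut at about 5.5% in these data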;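 also: 100% = response to 3 µM Δ7-dafachronic acid high control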
hgDAF-12 ag: agonists of H. glycines DAF-12 nuclear receptor; activation, % at 6.8 µM; hit rate 1.8% among 370,000; AID 687014; HEK293 GAL4-hgDAF12 UAS-luciferase reporter, agonist luminescence; normalized to butyrate control;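 active = activation above a cutoff set at the mean of all screened compounds plus 3 SD, cut at about 10% in these data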;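 also: 0% = DMSO wells and 100% = sodium butyrate wells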
ADAM17 inh: ADAM17 inhibition, QFRET primary screen; P78536; inhibition, % at 6.95 µM; hit rate 0.83% among 370,000; recombinant ADAM17, EDANS/DABCYL FRET peptide cleavage;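 active = inhibition above the mean of compounds lying between control limits plus 3 SD, set per campaign, cut at about 8.5% in these data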;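 also: 0% = DMSO-only wells as the low control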
DAX1 inh-1: blocks DAX1 repression of SF-1 activated StAR promoter | inhibition, % at 6.8 µM | AID 652010 | HEK293T StAR-luciferase reporter, SF-1/DAX-1 repression relief | hit rate 1.1% among 370,000;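 active = inhibition above the mean over all tested compounds plus 3 SD, cut at about 3.6% in these data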;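 also: 0% = DAX-1 cells with DMSO and 100% = cells lacking DAX-1 with DMSO; higher inhibition means more luminescence from relief of DAX-1 repression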
ssDAF-12 act: activates DAF-12 receptor from parasite S. stercoralis; HEK293 ssDAF-12/GRIP1 lit1-tk-luc reporter, luminescence; % of 3 µM dafachronic acid response; activation, % at 6.8 µM; hit rate 1% among 370,000;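 active = activation above the mean over all tested compounds plus 3 SD, cut at about 0.9% in these data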;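 also: 0% = DMSO-only wells and 100% = 3 µM delta7-dafachronic acid wells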
DAX1 inh-2: inhibitors of human orphan nuclear receptor DAX1 (NR0B1). P51843. HEK293 Gal4-DAX1 luciferase reporter, luminescence. inhibition, % at 6.75 µM. hit rate 0.99% among 340,000. AID 504766;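 active = inhibition above the mean over all tested compounds plus 3 SD, cut at about 4.2% in these data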;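 also: 0% = DAX1-transfected cells with DMSO and 100% = empty-vector control cells with DMSO; inhibition shows as a rise in luminescence from relieved DAX1 repression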
Target sequence (P51843 207-470 limits assumed): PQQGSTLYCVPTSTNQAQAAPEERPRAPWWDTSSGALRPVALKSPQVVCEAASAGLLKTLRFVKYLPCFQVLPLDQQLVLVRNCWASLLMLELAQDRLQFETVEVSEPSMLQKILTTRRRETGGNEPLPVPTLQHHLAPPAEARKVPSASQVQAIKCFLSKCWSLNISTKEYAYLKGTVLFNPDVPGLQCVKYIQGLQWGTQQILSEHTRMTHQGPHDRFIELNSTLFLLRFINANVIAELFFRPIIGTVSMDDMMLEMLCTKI
MBD2 inh: inhibitors of human MBD2 binding to methylated oligonucleotide | Q9UBB5 | TR-FRET | inhibition, % at 4.4 µM | hit rate 0.31% among 370,000 | AID 686964; in the data active = inhibition above about 13%
Target sequence (Q9UBB5 whole entry, looked up): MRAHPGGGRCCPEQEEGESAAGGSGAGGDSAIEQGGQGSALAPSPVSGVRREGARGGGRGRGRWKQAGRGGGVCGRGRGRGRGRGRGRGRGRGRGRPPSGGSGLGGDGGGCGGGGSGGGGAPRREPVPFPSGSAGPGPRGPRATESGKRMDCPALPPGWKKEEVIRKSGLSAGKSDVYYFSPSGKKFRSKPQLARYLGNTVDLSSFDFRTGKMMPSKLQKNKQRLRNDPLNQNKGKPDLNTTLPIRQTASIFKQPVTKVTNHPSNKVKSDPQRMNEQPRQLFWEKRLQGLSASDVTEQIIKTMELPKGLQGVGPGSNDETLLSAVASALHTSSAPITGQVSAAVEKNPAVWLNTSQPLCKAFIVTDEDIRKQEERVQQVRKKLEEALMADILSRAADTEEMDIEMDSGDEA
PLCb3 inh: PLC-beta3 (human) inhibition, primary screen; Q01970; Purified PLC-beta3, fluorogenic substrate, fluorescence; inhibition, % at 12.2 µM; hit rate 0.18% among 370,000; AID 720704; in the data active = inhibition above about 11%;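 also: 0% = median of compound wells on plate and 100% = full blocker control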
PLC-gamma1 inh: blocks human PLC-gamma1 enzyme activity | P19174 | purified PLC-gamma1, fluorogenic substrate, fluorescence | inhibition, % at 12.2 µM | hit rate 0.84% among 370,000 | AID 720700; in the data active = inhibition above about 9.5%
NR1D1 modulator: modulates human Rev-erb alpha binding to DNA; Rev-erbα–FITC-DNA binding, fluorescence polarization, 90 min; hit rate 0.79% among 370,000; activity, % at 10 µM; P20393;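 active = activity above about 14%, limit read from the data; passing the limit was not always enough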;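 also: 0% = DMSO wells with 35 nM protein and 100% = DMSO wells with 750 nM protein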
An asterisk follows results filed as active; i = inactive; x = no result given; & = joins results of further samples.

SMILES	SMARCA2 activ	hcDAF-12 act	hgDAF-12 ag	ADAM17 inh	DAX1 inh-1	ssDAF-12 act	DAX1 inh-2	MBD2 inh	PLCb3 inh	PLC-gamma1 inh	NR1D1 modulator
COc1ccc(CN2CC(=O)N3[C@H]4c5cc(C)ccc5OC[C@@H]4[C@H](c4ccccc4)[C@]3(C)C2=O)cc1	3	-1.4	-1.6	7	-0.1	-1.3	-0.1	1	-1	-2	-1
Cc1ccc(-c2nn(-c3ccccc3)cc2C(=O)NN2CCN(C)CC2)cc1	-1	-1.7	1.8	1	-0.5	-1.6	-0.1	-6	3	2	-2
CN1CCN(c2ccc(S(=O)(=O)N3CCCCC3)cn2)CC1	-1	-0.8	-0.2	-5	0.0	-1.6	0.1	5	0	4	0
CCCCn1c(SCC(=O)N2CC(=O)Nc3ccccc32)nnc1-c1ccoc1C	-4	0.9	1.1	8	-0.8	-0.3	0.6	0	3	7	1
CCN(C[C@H]1N[C@@](C)(C(=O)OC)[C@H]2C(=O)N(C)C(=O)[C@@H]12)S(=O)(=O)c1ccc(F)cc1	0	-0.4	1.5	-6	1.0	-0.7	0.0	8	-2	1	-3
COc1cccc(Oc2cn[nH]c2-c2ccc(O)cc2O)c1	-2	-0.2	1.3	-1	0.4	-0.9	-0.1	4	-6	1	3
CC(=O)Nc1ccc2c(c1Br)Cc1ccccc1-2	-3	0.4	13*	0	0.1	-0.5	1.2	5	2	3	1
N/C(=N\O)c1ccccc1-n1cccc1	-3	-0.7	0.8	-3	-0.2	-1.8	-0.6	-3	-3	0	3
O=C(CN1C(=O)CCSc2ccccc21)Nc1ccccc1	3	-1.5	2.9	-2	-0.4	-1.4	1.3	5	2	2	0
CCNc1nc(NCC)nc(OCCNS(=O)(=O)c2cc(C)ccc2C)n1	-2	-2.5	-2.2	-7	-0.4	-1.8	0.0	8	-3	8	5
COCCCn1c2nc3ccccc3nc2c2c(=O)n(-c3ccccc3OC)cnc21	0	-1.7	-1.4	-14	0.1	-0.7	-0.3	-7	-6	-7	-1
Cc1ccc(S(=O)(=O)NCCNC(=O)CN2CCOCC2)cc1	-1	0.2	-2.6	0	-0.4	-1.1	-0.9	-3	-2	2	-9
CCCc1cc(=O)n2[nH]c(C)nc2n1	-4	-0.1	-2.8	-5	-0.3	-1.7	1.8	-1	0	0	0
COc1cc(O)c([C@@H](CC(=O)N2CC(C)CC(C)C2)c2ccc3c(c2)OCO3)c(OC)c1 (stereo partly drawn)	x	3.4	-3.1	3	x	-1.3	x	1	3	0	4
Cc1csc(N/N=C/c2c(F)cccc2Cl)n1	0	6.5*	2.2	-7	-0.1	-0.1	0.7	6	-27	-19	0
CCN(CC)S(=O)(=O)c1ccc(NC(=O)c2ccccc2N(C)S(C)(=O)=O)cc1	-1	-0.9	0.8	-1	-0.9	-1.6	-1.4	2	2	0	0
C[C@@H]1CN([C@@H](C)CO)C(=O)Cc2cc(NC(=O)Nc3ccc(C(F)(F)F)cc3)ccc2O[C@@H]1CN(C)S(=O)(=O)c1ccc(Cl)cc1	0	-1.5	-0.3	15*	-0.5	-1.4	-0.8	-6	5	2	2
COC(=O)c1c(-c2ccc(OC)cc2)sc2cc3c(cc12)OCO3	6	2.2	5.7	-126	1.2	-1.0	2.1	-1	i	i	-1
CCCCc1n(CC(=O)c2ccc(Cl)cc2)c2ccccc2[n+]1C	-4	-0.2	-1.1	-2	-0.7	-1.3	2.7	3	1	8	-3
Oc1ccc(C23CC4CC(CC(C4)C2)C3)cc1O	-5	-0.8	3.0	-4	-0.2	-1.1	-1.0	2	-7	2	3
O=C(NC1CCN(Cc2ccccc2)CC1)c1ccc(Cn2c(=S)[nH]c3ccc(N4CCOCC4)cc3c2=O)cc1	6	1.0	8.1	-27	-0.5	-1.8	2.4	-2	i	i	7
COCCN(CC(=O)NC1CCCCC1)C(=O)c1csnn1	-1	0.0	3.7	-2	0.9	-1.2	-0.6	0	3	4	3
COc1ccc(CCNC(=O)CNC(=O)c2nn(-c3ccc(OC)c(OC)c3)c(=O)c3ccccc23)cc1OC	-5	-2.9	-2.4	3	-0.9	-1.0	-2.4	3	-20	-6	-2
CC1CCCCC1NC(=O)COC(=O)COc1ccc(Cl)cc1 (stereo not drawn)	-3	0.3	-0.6	-3	-0.5	-1.2	0.9	-3	-1	-1	-2
COCCn1c(-c2ccsc2)nc2c1c(=O)[nH]c(=O)n2CC(C)C	2	-1.2	-0.9	-6	-0.3	-1.3	-0.6	0	-7	-4	1
O=C(C1CC(c2ccc(F)cc2)=NO1)N1CCCc2ccccc21 (stereo not drawn)	-1	-1.2	1.0	-3	-0.9	-0.4	1.0	3	0	0	1
Cc1cc(NC(=O)CSc2nnc(-c3ccccc3F)n2N)no1	-3	1.3	3.4	-2	1.3	-1.3	1.2	6	-7	-1	-5
CC(C)CC(NC(=O)C1CCC(C)CC1)C(=O)NCc1ccco1 (stereo not drawn)	2	-1.3	-0.8	-3	0.3	-1.6	1.5	4	-61	0	-2
O=C(CSCSCC(=O)NCC1CCCO1)NCC1CCCO1 (stereo not drawn)	0	-0.5	1.2	-3	0.0	-1.2	-0.2	2	4	0	1
CCCCNCCCOc1cccc(Cl)c1	-1	-1.3	-0.2	1	-0.2	-1.1	0.9	-1	4	1	-1
COP(N)(=O)C(CC(C)C)NC(=O)OCc1ccccc1 (stereo not drawn)	0	-0.9	0.9	-2	0.5	-0.2	x	-1	1	-1	5
COc1ccc2c(-c3ccc(SC)cc3)c(-c3ccc(S(C)(=O)=O)cc3)sc2c1	0	-1.7	2.4	-39	0.1	-1.4	0.4	0	-138	-98	11
CC(=O)c1nnn(-c2ccc(Cl)cc2C#N)c1C	-1	-0.6	2.1	-4	0.7	-1.0	3.1	9	-3	4	1
COc1cc(Br)c(C(C)NC(=O)c2ccccc2)cc1OC (stereo not drawn)	-4	0.3	-1.2	2	-0.3	-0.7	0.1	1	3	8	-1
COc1ccc(/C(O)=C2/C(=O)C(=O)N(CCN(C)C)C2c2cccnc2)cc1OC (stereo not drawn)	2	0.3	0.0	2	-0.6	-1.8	0.2	3	2	6	4
CC(=O)OCC1=C(C(=O)O)N2C(=O)[C@@H](NC(=O)Cc3cccs3)[C@H]2SC1	2	0.1	0.9	-13	0.3	-0.5	-1.3	2	-33	-25	1&-1
O=C(CCc1nc2ccccc2c(=O)[nH]1)N1CCN(S(=O)(=O)c2cccc([N+](=O)[O-])c2)CC1	-1	-0.3	2.1	-4	-0.8	-1.0	0.7	2	1	0	1
COc1ccc(-n2c(Cn3nnc4ccccc43)n[nH]c2=S)cc1	-3	-0.5	-1.0	-4	0.5	-0.9	1.4	-1	3	-1	2
CC(=O)N/C(N)=N/c1nc(=O)c2ccccc2s1	8.2*	0.8	3.4	-6	0.9	0.1	2.6	4	-8	0	0
CC(C)NC(=O)NC(=O)COC(=O)c1ccccc1Oc1ccccc1	-2	-3.7	-7.8	-1	-1.0	-1.7	-1.2	8	7	5	-4
COc1cccc(C(CC(=O)NCCN2CCOCC2)NS(=O)(=O)c2ccc(C)cc2)c1OC (stereo not drawn)	3	-1.7	0.5	1	0.1	-1.2	0.7	-6	4	2	10
O=C(COc1ccccc1)Nc1nn[nH]n1	-8	1.0	1.0	-7	-0.5	-1.0	0.1	0	-6	2	-2
O=c1[nH]c(C2CCN(S(=O)(=O)c3cccc(C(F)(F)F)c3)CC2)nc2c1nnn2Cc1cccc(F)c1	-2	-0.8	1.1	-2	-0.2	-1.0	-1.0	-1	-3	-3	6
Cc1nn(Cc2c(F)c(F)c(F)c(F)c2F)c(C)c1NC(=O)c1ccc(COc2cc(Cl)ccc2Cl)cc1	4	0.3	9.6	-2	0.7	3.4*	0.5	-3	-2	-1	4
CCCn1nc(NS(C)(=O)=O)c2cc3cccc(C)c3nc21	-3	-0.5	0.0	-2	-0.2	0.1	0.4	-2	-49	-47	9
Cc1ccc(C)c(S(=O)(=O)Nc2cccc(-n3cnnn3)c2)c1	4	-1.4	-1.2	4	0.1	-1.4	0.2	-6	-8	5	-6
Cc1ccc(S(=O)(=O)N(C)C[C@H]2Oc3cc(C#Cc4ccccc4)ccc3S(=O)(=O)N([C@H](C)CO)C[C@@H]2C)cc1	2	2.4	-0.5	-4	-3.2	-1.1	-0.2	0	-37	-26	3
CCOc1ccccc1OCCCOc1ccc(C)cc1Br	5	-0.2	2.0	-2	0.5	-0.2	-0.5	7	-2	-1	1
Cc1cccc(N(C(=O)Cc2cccs2)C(C(=O)NC2CCCC2)c2ccncc2)c1 (stereo not drawn)	1	-2.1	1.3	-2	-0.3	-1.2	-0.7	-6	-4	-1	1
CC(=O)c1ccc(NC(=O)c2cc(CC(C)C)nc3ccccc23)cc1	-2	-1.8	0.3	-6	-0.1	-0.7	0.5	-5	-8	1	-2
Cc1ccc(C)c(OCCC(=O)Nc2ccccc2C(=O)NC2CC2)c1	7	-1.0	-2.8	1	0.5	-1.2	0.7	-6	2	4	-7
COc1cccc(-c2nc(S(=O)(=O)c3ccccc3)c(N3CCOCC3)o2)c1	-3	0.1	-0.1	6	-0.1	-1.1	0.9	-2	4	6	3

Screens as filed in PubChem BioAssay.
